Assay outcomes: PubChem, NMMLSC
Bim-Mcl-1 = inhibitors of Bim-Mcl-1 interaction, human; Bead-based flow cytometry, Bim peptide-Mcl-1 binding; Q07820; 190,000 tested, 0.1% active; inhibition, % at 10 µM; AID 1009;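 also: 0% = no compound tracer wells and 100% = peptide blocker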
Bfl-1 Bim block = inhibitors of Bim-Bfl-1 interaction, human. Q16548. Bead-based flow cytometry, Bim-Bfl-1 binding inhibition. inhibition, % at 10 µM. 190,000 tested, 0.12% active;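 also: 0% = wells without compound plus tracer and 100% = blocker peptide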
Bcl-2 Bim block = inhibitors of Bim-Bcl-2 interaction, human | 190,000 tested, 0.06% active | inhibition, % at 10 µM | Bead-based flow cytometry, Bim peptide-Bcl-2 binding | P10415; in the data active = inhibition above about 40%; inconclusive = no clear call, values can overlap the other calls;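 also: 0% = no compound wells with probe peptide and 100% = reference peptide inhibitor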
RGS8-Gao = regulators of human RGS8-Galphao interaction; multiplexed bead flow cytometry, RGS8-Galphao binding; actives lie on both sides; response (percent of control binding), % at 10 µM; 220,000 tested, 0.34% active; AID 1423; in the data active = response below about 60% or above about 140%; inactive = in between;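 also: Galphao activated as the GDP aluminium fluoride complex binding bead-coupled RGS8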
ABCB1 block = inhibitors of human ABCB1 transporter, ABCG2 counter-screen | CCRF-Adr cells, JC-1 efflux, flow cytometry | AID 1326 | inhibition, % at 6.6 µM | 190,000 tested, 0.067% active | P08183; in the data active = inhibition above about 40%;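 also: 0% = vehicle and 100% = reference inhibitor; higher value means more JC-1 retained so stronger ABCB1 efflux block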
Bim-Bcl-XL = inhibitors of Bim-Bcl-XL interaction, human; AID 1007; inhibition, % at 10 µM; Bim peptide-Bcl-XL binding, bead flow cytometry, fluorescence; Q07817; 190,000 tested, 0.04% active
RGS4-Gao reg = modulates binding of RGS4 to human Galphao; Multiplexed bead flow cytometry; actives lie on both sides; binding response (% of control), % at 10 µM; 220,000 tested, 0.33% active; AID 1415; in the data active = binding response below about 49% or above about 150%; inactive = in between;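 also: fluorescent Galphao activated with aluminum fluoride binding bead-coupled RGS4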
ABCG2 inh = blocks JC-1 efflux by human ABCG2 transporter. Q9UNQ0. IgMXP3 cells, flow cytometry. inhibition, % at 6.6 µM. 190,000 tested, 0.1% active. AID 1325;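 active = inhibition above 80%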;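 also: 0% = DMSO and 100% = nicardipine control wells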
Target sequence (Q9UNQ0 whole entry, looked up): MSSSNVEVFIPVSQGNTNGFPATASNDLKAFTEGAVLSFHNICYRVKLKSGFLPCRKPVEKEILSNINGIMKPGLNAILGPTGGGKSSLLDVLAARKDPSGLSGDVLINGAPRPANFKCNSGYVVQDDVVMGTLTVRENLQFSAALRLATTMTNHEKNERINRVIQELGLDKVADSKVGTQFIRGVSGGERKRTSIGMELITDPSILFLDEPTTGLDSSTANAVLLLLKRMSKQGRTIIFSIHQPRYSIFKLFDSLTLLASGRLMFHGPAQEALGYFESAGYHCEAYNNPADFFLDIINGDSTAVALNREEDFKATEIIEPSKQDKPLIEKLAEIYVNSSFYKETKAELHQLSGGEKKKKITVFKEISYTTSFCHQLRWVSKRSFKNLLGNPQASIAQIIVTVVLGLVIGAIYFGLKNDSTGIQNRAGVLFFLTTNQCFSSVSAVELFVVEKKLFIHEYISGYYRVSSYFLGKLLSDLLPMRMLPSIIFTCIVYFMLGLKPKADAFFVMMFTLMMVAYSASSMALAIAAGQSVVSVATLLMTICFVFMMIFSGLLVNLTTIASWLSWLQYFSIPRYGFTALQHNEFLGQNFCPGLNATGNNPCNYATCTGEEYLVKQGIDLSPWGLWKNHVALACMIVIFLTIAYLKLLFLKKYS
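Test system: IgMXP3 (ABCG2) plus far-red-tagged CCRF-Adr (ABCB1) cells. Reagent: JC-1 dye as substrate. Timing: 10 min exposure at 25 °C with rotation, no wash. Measured by: flow cytometric JC-1 green MFI at 530 nm. Read-out: percent efflux inhibition, scaled nicardipine 100% to DMSO 0%. Control set: nicardipine and DMSO wells.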
RGS7-Gao = modulates binding of RGS7 to human Galphao; P09471; Multiplexed bead flow cytometry; actives lie on both sides; binding response (% of control), % at 10 µM; 220,000 tested, 0.35% active; in the data active = binding response below about 49% or above about 150%; inconclusive = no clear call, values can overlap the other calls; inactive = in between;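 also: fluorescent Galphao held in activated GDP-AlF4 state binding bead-coupled RGS7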
Bcl-B Bim block = disrupts Bim peptide binding to human Bcl-B | 190,000 tested, 0.073% active | bead-based flow cytometry | inhibition, % at 10 µM | Q9HD36 | AID 951;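 also: 0% = tracer peptide without compound and 100% = reference inhibitor peptide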
Bcl-W Bim block = human Bim-Bcl-W interaction inhibition | Q92843 | inhibition, % at 10 µM | bead-based flow cytometry, Bim peptide-Bcl-W binding | 190,000 tested, 0.02% active;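 also: 0% = bound tracer without compound and 100% = peptide blocker; higher means less fluorescent Bim peptide bound to Bcl-W beads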
Target sequence (Q92843 whole entry, looked up): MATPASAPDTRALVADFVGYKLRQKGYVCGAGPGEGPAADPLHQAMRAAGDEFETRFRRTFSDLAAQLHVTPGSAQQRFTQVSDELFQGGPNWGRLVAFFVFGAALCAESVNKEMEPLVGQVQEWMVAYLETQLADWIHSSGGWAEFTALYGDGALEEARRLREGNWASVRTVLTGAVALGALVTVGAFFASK
* hit, by the source's call; u = inconclusive. Rule as the data show it, unless noted: active = inhibition above about 40%. An unsorted share of the library (roughly 0.94% active in at least one column).

SMILES	Bim-Mcl-1	Bfl-1 Bim block	Bcl-2 Bim block	RGS8-Gao	ABCB1 block	Bim-Bcl-XL	RGS4-Gao reg	ABCG2 inh	RGS7-Gao	Bcl-B Bim block	Bcl-W Bim block
Cc1nonc1-c1csc(N)n1	0.0	-4.0	-1.0	104.0	0.1	-3.0	101.1	-0.1	97.8	-5.0	-3.0
CN1CCN(c2ccc(-c3ccnn3C(=O)Nc3ccccc3)cc2)CC1	0.0	-5.0	-2.0	100.9	-0.2	-1.0	100.5	0.7	103.0	-4.0	-3.0
CCN(c1ccc(OC)cc1)c1ncnc2nc[nH]c12	-1.0	0.0	0.0	99.3	-2.2	-1.0	95.9	-5.5	98.1	1.0	1.0
O=C(Cn1nnc(-c2ccc(CN3CCOCC3)cc2)n1)N1CCCc2ccccc21	4.0	-9.0	-4.0	98.1	0.3	-3.0	94.5	1.3	95.7	-4.0	3.0
Cc1ccc(NC(=S)N2CCC(c3ccc(C)cc3)C2)cc1 (stereo not drawn)	-10.0	8.0	-7.0	95.0	-0.8	-11.0	96.7	8.2	102.1	-57.0	-4.0
O=c1cc(N2CCN(Cc3ccccc3)CC2)[nH]c(=O)n1-c1cccc(C(F)(F)F)c1	0.0	0.0	2.0	98.9	0.1	-2.0	100.8	-0.1	101.2	-5.0	-1.0
CCCS(=O)(=O)N1CCC(C(=O)NCCN(C)Cc2ccccc2)CC1	0.0	-7.0	-2.0	101.8	0.2	-3.0	104.2	0.6	103.7	-1.0	1.0
O=C(c1ccccc1)c1nnc(-c2ccccc2F)o1	0.0	-11.0	-6.0	97.2	0.2	-1.0	92.2	12.6	95.8	-5.0	3.0
COc1ccccc1CNC(=O)COc1ccc2c(c1)CCC2	3.0	-4.0	-1.0	97.0	0.0	-3.0	99.6	3.4	101.3	-5.0	0.0
CCc1nnc2c3cnn(-c4ccccc4)c3ncn12	-1.0	-11.0	-8.0	101.5	1.3	-1.0	102.1	5.2	97.8	-6.0	-1.0
CCN(CC)c1ccc(/C=C2\CCC(/C=N/NC(=O)c3ccc(=O)n(C)c3)=C2N2CCOCC2)cc1	-6.0	3.0	5.0	104.0	0.3	-4.0	100.3	0.4	94.3	2.0	-2.0
Nc1nnc(SCC(=O)c2ccc3ccccc3c2)s1	-2.0	4.0	4.0	102.7	-6.4	0.0	111.7	-10.7	110.5	-1.0	0.0
O=C(c1ccc(NC(=O)C2(c3ccccc3)CCOCC2)cc1)N1CCOCC1	-2.0	0.0	-2.0	103.9	0.7	-1.0	101.0	5.4	99.2	-1.0	-3.0
Cc1cc2n(n1)C(c1ccc3c(c1)OCO3)Nc1c(C)cccc1-2 (stereo not drawn)	-1.0	-1.0	-2.0	99.3	0.1	-5.0	101.2	0.6	102.4	1.0	0.0
Cc1ccc(-c2nc(CSCC(=O)NCCN3CCN(Cc4ccccc4)CC3)c(C)o2)cc1	0.0	0.0	0.0	95.6	2.1	-2.0	96.4	3.9	93.9	0.0	-1.0
Nc1c(-c2ccccc2)cnn1-c1cccc(C(F)(F)F)c1	0.0	-3.0	-12.0	99.7	-2.5	-2.0	99.0	0.6	97.3	-10.0	2.0
O=C(c1ccc(Br)o1)N1CCN(c2ccc(F)cc2)CC1	-2.0	-2.0	-4.0	102.4	0.1	-3.0	101.7	0.1	97.4	-4.0	-5.0
O=C1C2CCCCC2C(=O)N1c1cccc(OS(=O)(=O)c2ccccc2)c1 (stereo not drawn)	-4.0	0.0	0.0	101.8	1.8	-5.0	99.9	2.0	100.5	-11.0	0.0
Cc1cccc(NCc2cc(Cl)ccc2O)n1	0.0	-4.0	23.0	109.4	0.1	-7.0	100.5	12.3	106.9	-3.0	-2.0
CCc1cc2c(C)cc(=O)oc2cc1OC(=O)C1CCCN1C(=O)OC(C)(C)C (stereo not drawn)	-4.0	-1.0	-1.0	95.8	2.5	-2.0	96.0	9.8	92.9	-2.0	-1.0
Cc1ccccc1NC1(C#N)C(=O)Nc2ccccc21 (stereo not drawn)	0.0	-1.0	-6.0	97.4	0.1	-3.0	100.3	1.3	94.1	0.0	-2.0
CC(C)C(CCNC(=O)CN1C(=O)c2ccccc2C1=O)c1ccco1 (stereo not drawn)	1.0	0.0	0.0	102.5	0.8	-3.0	104.4	1.6	102.7	-2.0	1.0
COC(=O)c1c(NC(=O)CC2SC(N)=NC2=O)sc(C)c1C (stereo not drawn)	0.0	-7.0	0.0	103.8	0.0	-2.0	102.3	1.0	107.0	-8.0	0.0
O=C(Nc1ccc([N+](=O)[O-])cc1)Nc1ccc2c(c1)OCCO2	-1.0	-4.0	-3.0	95.7	0.2	2.0	98.2	8.6	80.9	-6.0	-2.0
COC(=O)c1ccc(C)c(NC(=O)CCc2ccc(OC)cc2)c1	-2.0	-1.0	-2.0	100.8	0.7	-7.0	101.0	9.2	101.5	-4.0	-2.0
Cc1[nH]ccc(=O)c1OCc1ccc(Cl)cc1	1.0	-11.0	-6.0	101.9	0.7	-9.0	104.1	2.7	98.8	-5.0	0.0
CCOC(=O)Cn1c(N2CCOCC2)nc2c1c(=O)[nH]c(=O)n2C	-3.0	-2.0	-7.0	100.9	0.4	-4.0	102.9	1.8	103.0	-1.0	-4.0
CCCOC(=O)CSC1=C(C#N)C(c2ccccc2Cl)CC(=O)N1 (stereo not drawn)	1.0	-5.0	-8.0	98.5	0.6	-2.0	97.9	1.4	94.7	-6.0	0.0
CN1CCN(c2ccc([N+](=O)[O-])cc2C(=O)c2ccc(Br)cc2)CC1	-7.0	-2.0	-6.0	93.5	0.6	-2.0	91.1	0.9	88.7	-1.0	-6.0
O=C1c2ccccc2C(=O)C1c1nccc2ccccc12	1.0	-9.0	-2.0	98.2	1.1	6.0	95.1	3.8	96.5	-5.0	1.0
COc1ccc(CC(=O)NC(C)C2COc3ccccc3O2)cc1OC (stereo not drawn)	0.0	-6.0	-1.0	101.4	0.6	-2.0	101.1	0.9	99.9	-3.0	0.0
CC1CCN(S(=O)(=O)c2ccc3c(c2)c(=O)c(C(=O)NCc2cccs2)cn3C)CC1	0.0	3.0	0.0	97.2	0.8	-2.0	105.0	1.3	105.4	2.0	2.0
COc1cc(CNCCCN2CCOCC2)cc(Br)c1OCc1ccc(Cl)cc1	0.0	-7.0	-5.0	98.2	0.7	-3.0	98.2	2.5	105.4	-8.0	0.0
O=C(CCc1c[nH]c2ccccc12)N1CCN(c2ccc(O)cc2)CC1	-1.0	5.0	-1.0	111.6	-2.2	-2.0	101.3	-7.3	101.4	-9.0	-2.0
CC(C)CNC(=O)CCCSc1nc2ccccc2[nH]1	-2.0	-3.0	-6.0	101.4	0.3	-1.0	99.4	3.1	u	-4.0	-1.0
O=C(O)c1c(C(=O)N2N=C3/C(=C/c4ccccc4)CCCC3C2c2ccccc2)cccc1[N+](=O)[O-] (stereo not drawn)	2.0	-1.0	-3.0	102.3	-0.3	1.0	109.4	-0.8	112.5	1.0	-2.0
COc1cc(C=O)ccc1OCCOCCOc1ccc(Cl)cc1	-1.0	0.0	-1.0	98.9	1.4	-3.0	100.1	10.1	101.5	0.0	0.0
COc1cc(CC(=O)OCC(=O)Nc2ccc(S(=O)(=O)N3CCCC3)cc2)cc(OC)c1OC	1.0	5.0	8.0	100.7	0.4	3.0	99.6	1.5	100.3	10.0	2.0
Cc1csc(NC(=O)CSc2nnc(NC(=O)C3CC(=O)N(c4ccccc4)C3)s2)n1 (stereo not drawn)	4.0	4.0	2.0	78.8	-0.3	7.0	89.6	-2.0	91.2	8.0	7.0
COC(=O)C1=CN(C2CC2)C=C(C(=O)OC)C1c1ccc(C(F)(F)F)cc1	0.0	-6.0	-4.0	102.0	0.5	-3.0	99.5	0.7	99.4	0.0	2.0
CCn1c(SCC(=O)N2CCCc3ccccc32)nnc1-c1ccoc1C	-1.0	-3.0	7.0	93.9	0.3	-5.0	93.6	0.5	90.1	-6.0	-1.0
Cc1cc(C)nc(Nc2ncc(O)n2-c2ccccc2)n1	0.0	-1.0	0.0	98.2	0.9	-4.0	97.9	6.0	97.7	-1.0	0.0
OC(COc1ccc2c(c1)OCO2)CN1CCCCC1 (stereo not drawn)	0.0	-3.0	-1.0	103.6	0.9	-4.0	100.2	2.6	u	-2.0	-1.0

Pulled one by one from above (4):
SMILES	Bim-Mcl-1	Bfl-1 Bim block	Bcl-2 Bim block	RGS8-Gao	ABCB1 block	Bim-Bcl-XL	RGS4-Gao reg	ABCG2 inh	RGS7-Gao	Bcl-B Bim block	Bcl-W Bim block
O=C(CCc1c[nH]c2ccccc12)N1CCN(c2ccc(O)cc2)CC1	-1.0	5.0	-1.0	111.6	-2.2	-2.0	101.3	-7.3	101.4	-9.0	-2.0
OC(COc1ccc2c(c1)OCO2)CN1CCCCC1 (stereo not drawn)	0.0	-3.0	-1.0	103.6	0.9	-4.0	100.2	2.6	u	-2.0	-1.0
COc1cc(CC(=O)OCC(=O)Nc2ccc(S(=O)(=O)N3CCCC3)cc2)cc(OC)c1OC	1.0	5.0	8.0	100.7	0.4	3.0	99.6	1.5	100.3	10.0	2.0
CC1CCN(S(=O)(=O)c2ccc3c(c2)c(=O)c(C(=O)NCc2cccs2)cn3C)CC1	0.0	3.0	0.0	97.2	0.8	-2.0	105.0	1.3	105.4	2.0	2.0

A different layout for two compounds above:
COc1ccc(CC(=O)NC(C)C2COc3ccccc3O2)cc1OC (stereo not drawn)
  Bim-Mcl-1 = 0.0 | Bfl-1 Bim block = -6.0 | Bcl-2 Bim block = -1.0 | RGS8-Gao = 101.4 | ABCB1 block = 0.6 | Bim-Bcl-XL = -2.0 | RGS4-Gao reg = 101.1 | ABCG2 inh = 0.9 | RGS7-Gao = 99.9 | Bcl-B Bim block = -3.0 | Bcl-W Bim block = 0.0

CC1CCN(S(=O)(=O)c2ccc3c(c2)c(=O)c(C(=O)NCc2cccs2)cn3C)CC1
  Bim-Mcl-1 = 0.0 | Bfl-1 Bim block = 3.0 | Bcl-2 Bim block = 0.0 | RGS8-Gao = 97.2 | ABCB1 block = 0.8 | Bim-Bcl-XL = -2.0 | RGS4-Gao reg = 105.0 | ABCG2 inh = 1.3 | RGS7-Gao = 105.4 | Bcl-B Bim block = 2.0 | Bcl-W Bim block = 2.0
